Screening data deposited in PubChem BioAssay by National Center for Advancing Translational Sciences (NCATS).
IMPase Li cell: membrane-permeable IMPase blocker, potentiated with lithium; CHO-M1 cells, IP1 TR-FRET (IP-One), carbachol + lithium; Potency, µM (titrated, usually from 59.4 µM), without a hit: at the highest dose activity, negative = IMPase inhibition, actives largely listed as inhibitors; actives 0.35% (n = 210,000); AID 1457;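 further: IP1 builds up when IMPase is blocked and the TR-FRET signal falls; potency means the concentration at half of the fitted maximal effect; plate controls were basal vehicle for no effect and high inhibitor control for full effect; nearly all actives have a fitted effect of over 50% in size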
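Lithium-sensitised IP1 accumulation assay; M1-expressing CHO cells treated 30 min at 37C with compound. Competitive antibody detection by time-resolved FRET followed a 10 min room-temperature lysis step.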
CBFb-RUNX1 inh: blocks binding between human CBF-beta and RUNX1; AlphaScreen CBFb-His/RUNX1-biotin binding, biochemical; Potency, µM (highest dose often 59.8 µM), inactives show at the highest dose activity, negative = inhibition, usual class: inhibitors; 230,000 tested, under 10 active; AID 1477; further: % of control where 0% means no effect
Target sequence (Q01196 whole entry, looked up): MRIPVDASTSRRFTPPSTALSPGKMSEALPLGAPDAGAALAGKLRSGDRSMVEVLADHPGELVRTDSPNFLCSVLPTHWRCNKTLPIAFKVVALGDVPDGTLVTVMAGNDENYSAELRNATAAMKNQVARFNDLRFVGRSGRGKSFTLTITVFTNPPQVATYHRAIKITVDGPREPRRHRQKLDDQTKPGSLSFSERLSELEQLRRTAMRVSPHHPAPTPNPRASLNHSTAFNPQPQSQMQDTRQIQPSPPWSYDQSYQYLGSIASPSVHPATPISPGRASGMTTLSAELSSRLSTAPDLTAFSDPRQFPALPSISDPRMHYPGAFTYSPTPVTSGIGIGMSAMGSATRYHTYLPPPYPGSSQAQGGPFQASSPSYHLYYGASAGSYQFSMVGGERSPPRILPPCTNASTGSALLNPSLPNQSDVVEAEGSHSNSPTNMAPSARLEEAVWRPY
Target sequence (Q13951 whole entry, looked up): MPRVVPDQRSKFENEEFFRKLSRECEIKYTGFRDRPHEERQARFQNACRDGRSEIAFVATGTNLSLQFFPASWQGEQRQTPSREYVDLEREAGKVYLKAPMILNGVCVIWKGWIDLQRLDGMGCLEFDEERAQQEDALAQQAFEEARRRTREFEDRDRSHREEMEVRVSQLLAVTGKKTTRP
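Read-out: AlphaScreen. Format: His-CBF-beta with biotinylated RUNX1 (30 nM each) preincubated 20 min, compound 15 min, Ni-chelate plus streptavidin beads 90 min; room temperature throughout.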
Epigenetic reg: derepresses silenced GFP reporter in murine cells; murine LDR cells, GFP reporter derepression, 30 h; actives 0.2% (n = 280,000); Potency, µM (highest dose often 53.9 µM), inactives show at the top dose GFP activation, most hits filed as activators; AID 1865; further: potency means the concentration at half of the fitted maximal effect; % of control where 0% means no effect; nearly all actives have a fitted effect of over 60% in size
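Reporter derepression read as number of fluorescent GFP-positive objects, 20-120 um in size, counted by laser-scanning cytometer. Mouse LDR line with an epigenetically silenced CMV-GFP locus; compound incubation 30 h, 37 C.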
Luc counter: Kinase-Glo luciferase inhibition (counter-screen) | Kinase-Glo luciferase, ATP luminescence, 8 min | Potency, µM (titrated, usually from 38.3 µM), for inactives: at the top dose activity change, negative = inhibition, actives largely listed as inhibitors | actives 0.28% (n = 200,000); further: potency means the concentration at half of the fitted maximal effect; on the % scale 0 is the no-effect control and ±100 the full control effect; nearly all actives have a fitted effect of over 60% in size
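Luminescence was the read-out, taken after 8-minute incubation at ambient temperature. Luciferase turned over luciferin with 10 uM ATP in imidazole pH 7.2 buffer containing KCl, MgCl2, Tween 20 and BSA.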
HttQ103 aggreg: mutant huntingtin aggregation inhibition. actives 1.1% (n = 220,000). AID 1688. Potency, µM (doses to about 46.1 µM), for inactives: top-dose activity change, negative = inhibition, most hits filed as inhibitors. PC12 HttQ103-GFP aggregates, Acumen cytometry, 40 h; further: potency means the concentration at half of the fitted maximal effect; on the % scale 0 is the no-effect control and ±100 the full control effect; nearly all actives have a fitted effect of over 60% in size
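PC12 cells stably carrying ecdysone-inducible HTT exon 1 Q103–GFP were induced with tebufenozide (100 nM final) and treated with library compounds in titration. GFP aggregates in lysates were counted by laser scanning cytometry.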
NPSR antagonist: neuropeptide S receptor (human) antagonism, cAMP; Q6W5P4; CHO-NPSR cells, cAMP TR-FRET, antagonist mode; Potency, µM (highest dose often 38.3 µM), without a hit: at the top dose activity change, negative = inhibition, hits mostly inhibitors; actives 1% (n = 220,000); AID 1461; further: potency means the concentration at half of the fitted maximal effect; on the % scale 0 is the no-effect control and ±100 the full control effect; nearly all actives have a fitted effect of over 50% in size; many of its hits are not listed in these tables
Target sequence (Q6W5P4 whole entry, looked up): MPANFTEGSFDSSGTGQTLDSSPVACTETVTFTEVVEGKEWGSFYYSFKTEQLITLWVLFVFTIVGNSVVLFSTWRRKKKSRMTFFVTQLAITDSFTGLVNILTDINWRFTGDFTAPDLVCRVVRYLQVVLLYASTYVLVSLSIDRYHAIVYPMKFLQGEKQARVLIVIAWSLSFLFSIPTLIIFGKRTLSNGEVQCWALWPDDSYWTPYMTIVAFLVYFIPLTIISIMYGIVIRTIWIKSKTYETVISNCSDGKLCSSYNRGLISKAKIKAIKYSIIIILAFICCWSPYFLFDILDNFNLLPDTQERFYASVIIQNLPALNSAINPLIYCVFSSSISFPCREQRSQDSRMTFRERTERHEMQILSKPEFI
LMNA splice mod: modulators of lamin A splicing. HeLa LMNA splicing GFP/RFP minigene ratio, 48 h. Potency, µM (doses to about 46.1 µM), for the others: top-dose ratio change, negative = inhibition, most hits filed as inhibitors. actives 0.01% (n = 200,000); active means well fitted inhibition curve with a large enough effect in the signal ratio, with a control signal flat, not every such curve was filed as active; inconclusive means small, poorly fitted or top-dose-only effect, or effect the other way, or a change in a side signal; the % refers to the signal ratio; further: potency means the concentration at half of the fitted maximal effect; on the % scale 0 is the no-effect control and ±100 the full control effect
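Read-out is the ratio of GFP to DsRed2 object intensity, acquired by 488 nm laser-scanning cytometry on HeLa lamin A-EGFP minigene reporter cells. Compound incubation 48 hrs at 37 °C in Opti-MEM with 2% FBS; DMSO 0.5% final.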
Starred values were filed as active, the others as inactive; ? = inconclusive; nt = not tested or not shown; & = joins results of further samples; [ ] = dose if it differs, or a comment. Unless noted, the call rests on the fitted dose curve; in most records, active means well fitted curve in the direction sought with a large enough effect; inconclusive means small, poorly fitted or top-dose-only effect, or another doubt; inactive means no such curve, though single readings can be large; an effect the other way counts as inactive or inconclusive. A portion of the library; count on the stated rates, not on these rows.

smiles,IMPase Li cell,CBFb-RUNX1 inh,Epigenetic reg,Luc counter,HttQ103 aggreg,NPSR antagonist,LMNA splice mod
O=C1C2CCCN2C(c2ccccc2)N1c1cccc(Cl)c1 (configuration not stated),5%[38.3 µM],0%,1.4%,2%,-3%,-7%[46.1 µM],-1%
CC(C)c1ccc(OCC(O)CN2CCN(c3ccccc3)CC2)cc1 (configuration not stated),39%[activator][38.3 µM],-2%,10%,-4%,-25%,-17%[46.1 µM],?
Cc1cc(C)cc(N=C2SC(CC(=O)Nc3ccccc3)C(=O)N2CCN2CCOCC2)c1 (configuration not stated),-5%,-15%,?,7%,2%,-18%,-24%[46 µM]
COc1ccc(CNCCC2(C(C)C)CCOC(C)(C)C2)cc1 (configuration not stated),nt,8%,1.1%,nt,-5%[9.22 µM],-6%,5%[46 µM]
CN1CC(=O)N(CC(=O)NCc2ccc3c(c2)OCO3)C1=O,15%[38.3 µM],4%,-0.3%,7%,-12%[9.22 µM],-4%[46.1 µM],7%
Cc1cc(C)cc(N2C(=O)C3NN=C(C(=O)OCc4ccccc4)C3C2=O)c1 (configuration not stated),0%,-2%,4.4%,2%,10%,11%,-4%
C/C=C1/C2C=C(C)CC1(N)c1ccc(=O)[nH]c1C2 (configuration not stated),11%,-15%,4.0%,3%[39.9 µM],nt,nt,nt
O=C1/C(=C\c2cccs2)SC(=S)N1C1CCS(=O)(=O)C1 (configuration not stated),11%,-10%,-1.5%,-2%,5%[9.22 µM],-7%,?
Cc1ccc([N+](=O)[O-])cc1S(=O)(=O)N1CCCC1,nt,?,0.9%,nt,-3%,3%[46.1 µM],-6%
Cc1cccc(NC(=O)Cn2nnc(C(=O)NCc3cccs3)c2N)c1C,1%[38.3 µM],1%,0.2%,-5%,9%,-2%[46.1 µM],13%
CN(C)c1ccc(-c2nc3ccccc3n2C)cc1,13%[38.3 µM],-4%,0.0%,10µM*,?,-23%[46.1 µM],?
CCOC(=O)c1cc(NC(=O)SCC(=O)O)c(C)nc1C,22%[38.3 µM],12%,0.0%,-1%,-4%,-5%[46.1 µM],6%

Fetched one by one from above, 3 records:
smiles,IMPase Li cell,CBFb-RUNX1 inh,Epigenetic reg,Luc counter,HttQ103 aggreg,NPSR antagonist,LMNA splice mod
Cc1cc(C)cc(N2C(=O)C3NN=C(C(=O)OCc4ccccc4)C3C2=O)c1 (configuration not stated),0%,-2%,4.4%,2%,10%,11%,-4%
Cc1ccc([N+](=O)[O-])cc1S(=O)(=O)N1CCCC1,nt,?,0.9%,nt,-3%,3%[46.1 µM],-6%
CC(C)c1ccc(OCC(O)CN2CCN(c3ccccc3)CC2)cc1 (configuration not stated),39%[activator][38.3 µM],-2%,10%,-4%,-25%,-17%[46.1 µM],?

The listing continues.
smiles,IMPase Li cell,CBFb-RUNX1 inh,Epigenetic reg,Luc counter,HttQ103 aggreg,NPSR antagonist,LMNA splice mod
O=C(O)c1ccc(-c2ncc[nH]2)cc1,-3%,4%,7.6%,-1%,5%,-26%,16%[46 µM]
Cc1ccc(C2N(c3ccccc3)C(=S)N3CCCN23)cc1 (configuration not stated),57%[activator][38.3 µM],5%,0.0%,-1%,-6%,-6%[46.1 µM],12%
CCNc1ccc(S(=O)(=O)N(C)C)cc1[N+](=O)[O-],-9%,10%,-0.6%,1%,-20%[9.22 µM],5%,?
CCCNC(=O)CNC(=S)N(Cc1ccccc1F)C1CCCCC1,3%,-24%,0.0%,0%,-33%,-32%,1%[46 µM]
Cc1ccc(-c2cc(C(=O)NCCc3ccc(S(N)(=O)=O)cc3)c3ccccc3n2)cc1,14%,-3%,-2.1%,-7%,23%,-20%,nt
O=C(Nc1ccccc1)C1=C[C@@H](C2CC2)C[C@@H](OCc2ccc(CO)cc2)O1,9%,5%,-2.9%,nt,14%[9.22 µM],6%,nt
COc1ccc(CN(C(=O)c2cccs2)C(C(=O)NC2CCCCC2)c2ccc3ncccc3c2)cc1 (configuration not stated),-5%[38.3 µM],0%,-0.3%,0%,-3%,?,8%
N#CCCN(C(=O)COC(=O)c1ccc2c(c1)NC(=O)CS2)c1ccc2c(c1)OCCO2,8%[38.3 µM],-7%,-1.3%,-2%,8%,1%[46.1 µM],-1%
CC(=O)N1N=C(C)CC1c1ccc(O)cc1 (configuration not stated),6%,2%,-0.9%,2%,16%,11%,?
COc1ccc(OC)c(N(CC(=O)Nc2ccc3c(c2)OCCO3)S(C)(=O)=O)c1,-5%[38.3 µM],9%,3.9%,-1%,13%[9.22 µM],-5%[46.1 µM],8%
O=C(CCc1nnc(C2CCCCC2)o1)N1CCN(Cc2ccccc2)CC1,-5%,1%,0.0%,-1%,?,-10%,0%[46 µM]
O=C(CSc1ncn[nH]1)Nc1c(F)cc(F)cc1Br,19%[38.3 µM],3%,0.0%,-1%,-14%,9%[46.1 µM],12%

smiles,IMPase Li cell,CBFb-RUNX1 inh,Epigenetic reg,Luc counter,HttQ103 aggreg,NPSR antagonist,LMNA splice mod
COc1ccc(CCNC(=O)C2CCN(S(=O)(=O)c3cccs3)CC2)cc1OC,6%,4%,-3.3%,0%,-2%,-14%,8%[9.22 µM]
CN(c1ccc(C(=O)N2CCN(Cc3ccc4c(c3)OCO4)CC2)cc1)S(C)(=O)=O,4%,5%,-2.9%,-1%,5%[9.22 µM],8%,-9%[46 µM]
COc1cccc(C(=O)N2C(C(=O)O)CSC2c2ccccc2Cl)c1 (configuration not stated),2%,0%,-0.9%,0%,?,5%,-15%
O=C1OC(Nc2nccs2)c2ccccc21 (configuration not stated),-2%[38.3 µM],6%,-0.7%,6%,1%,-8%[46.1 µM],12%
CC1CC(=O)NN=C1c1ccc(NCCO)c([N+](=O)[O-])c1 (configuration not stated),2%,9%,0.9%,1%,22%,2%[46.1 µM],-4%
Cc1ccc(-n2ncc3c(=O)n(CC(=O)NC4CCCCC4)cnc32)cc1,?,5%,0.0%,-1%,31%,14%[46.1 µM],10%
Cc1c(Br)c(C(=O)N2CCc3ccccc32)nn1C,-8%,9%,-1.9%,-10%,4%,12%,-1%
O=[N+]([O-])c1ccc(Nc2ccc(Cl)cc2)nc1,-2%,-1%,0.0%,-3%,10%[9.22 µM],-1%,-4%[46 µM]
CCOC(=O)C(C(=O)c1ccccc1)C1CC(C)NC(=S)N1 (configuration not stated),-6%,11%,0.5%,0%,14%,12%,-10%
COc1ccc(CC(=O)Nc2c3c(nn2-c2ccccc2C)CS(=O)C3)cc1 (configuration not stated),0%,0%,-1.0%,6%,1%,2%,-6%
CC(Sc1ccc(Cl)cc1)C(=O)Nc1ccc2c(c1)OCO2 (configuration not stated),0%,0%,1.0%,2%,1%,-11%[46.1 µM],-10%
CCS(=O)(=O)N1CCN(C(C)CCc2ccccc2)CC1 (configuration not stated),-3%,12%,-2.0%,0%,16%,-6%[46.1 µM],1%

smiles,IMPase Li cell,CBFb-RUNX1 inh,Epigenetic reg,Luc counter,HttQ103 aggreg,NPSR antagonist,LMNA splice mod
CN(C)S(=O)(=O)c1cccc(NC(=S)NC(=O)C2CCCCC2)c1,4%,9%,-1.9%,2%,-12%,-5%,?
COc1ccc(S(=O)(=O)Nc2ccc(F)cc2)cc1N(C)S(=O)(=O)c1ccc(Cl)cc1,8%[38.3 µM],0%,1.0%,-1%,?,?,?
CN(C)c1ccc(N2CN=C3SCC(=O)N3C2)cc1,58%[activator][38.3 µM],?,?,-7%,?,?,?
Cc1cc(C)c(C#N)c(N2CCCC2)n1,52%[activator][38.3 µM],9%,-0.6%,3%,-7%,-23%[46.1 µM],-1%
C=CCNC(N)=S,9%,5%[21.7 µM],nt,nt,30%,nt,?
Cc1nn(-c2nnc(NCc3ccccc3)nn2)c(C)c1Br,-4%,1%,0.1%,-6%,?,-6%,?
O=C(Nc1ccc2oc(-c3ccc4ccccc4c3)nc2c1)c1ccc2c(c1)OCCO2,-8%[38.3 µM],-3%,3.6%,1%,24%,-30%[46.1 µM],?
O=C(Nc1ccc(F)cc1F)N1CCCN(c2ccc([N+](=O)[O-])cn2)CC1,nt,-3%,1.1%,nt,11%[9.22 µM],22%,?
COc1ccc(NC(=O)Cn2ccc3c(OC)cccc3c2=O)cc1,nt,8%,0.0%,nt,17%[9.22 µM],6%,nt
CCCCOc1ccc(N(CC(=O)NC(C)C)C(=O)CCC(=O)Nc2ccccn2)cc1,5%,3%,-0.1%,-2%,-1%[9.22 µM],-15%,-1%[46 µM]
CSc1ccc(CN(C)Cc2nc3cc(C(F)(F)F)ccc3c(=O)[nH]2)cc1,19%,-8%,-4.2%,2%,-12%,-25%,nt
O=[N+]([O-])c1cc(C(F)(F)F)ccc1N1CCCNCC1,14%,-1%,-0.8%,0%,-9%,-9%,nt

smiles,IMPase Li cell,CBFb-RUNX1 inh,Epigenetic reg,Luc counter,HttQ103 aggreg,NPSR antagonist,LMNA splice mod
CC(C)c1ccc(/C=C/C(=O)Nc2nncs2)cc1,5%,-16%,-1.2%,-2%,13%,8%,?
CCCc1nc2oc3c(NCCN4CCOCC4)ncnc3c2c2c1CCCC2,7%[38.3 µM],4%,1.6%,0%,-3%,-24%[46.1 µM],10%
Cc1ccnc(NC(c2ccncc2)c2c(C)[nH]c3ccccc23)c1 (configuration not stated),7%,-3%,1.1%,0%,?,24%,-16%
COc1ccc(N(CC(=O)Nc2cccc(C(C)=O)c2)S(C)(=O)=O)cc1OC,-7%[38.3 µM],4%,-1.6%,12%,9%,-8%[46.1 µM],2%
CC(=O)N1CCN(c2ccccc2NC(=O)c2ccc(-c3cccc([N+](=O)[O-])c3)o2)CC1,22%,-9%,3.5%,6%,6%,-18%,?
O=C1c2ccccc2C(Nc2ccccc2)N1c1cccnc1 (configuration not stated),-1%[38.3 µM],-1%,0.0%,-1%,5%,-6%[46.1 µM],-3%
CCN(CC)CCOc1ccc2nc(N(C)C)sc2c1,23%[38.3 µM],-15%,-1.1%,-1%,22%&-11%,-19%[46.1 µM],?
CC(C)Cn1c(-c2ccccc2)nc2ccccc2c1=O,6%[38.3 µM],-1%,-0.2%,-3%,-14%,0%[46.1 µM],-5%
CCC1SC(=NC(=O)c2ccc(Cl)c(Cl)c2)NC1=O (configuration not stated),23%[38.3 µM],-2%,1.0%,-6%,-5%,-13%[46.1 µM],3%
CN1CCN(CC(O)COC(c2ccccc2)c2ccccc2)CC1 (configuration not stated),14%,9%,-2.9%,0%,12%,13%,-2%[46 µM]
